Screens as filed in PubChem BioAssay.
RGS4 block = human RGS4 inhibition; HEK293 M3R/RGS4 inducible, Fluo-4 calcium flux; hits give high values; triggered by carbachol at its EC20; P49798; AID 463165; 310,000 tested, 0.45% active; B-score at 10 µM;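 active means B-score, a plate-corrected calcium signal, over three deviations above library mean, with baseline fluorescence within five deviations of library mean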;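 further: RGS4 expression induced by doxycycline in cells with stable M3 receptor; B-score is computed from the integrated fluorescence ratio over baseline after carbachol; higher B-score means a larger calcium signal and so more RGS4 inhibition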
Target sequence (P49798 whole entry, looked up): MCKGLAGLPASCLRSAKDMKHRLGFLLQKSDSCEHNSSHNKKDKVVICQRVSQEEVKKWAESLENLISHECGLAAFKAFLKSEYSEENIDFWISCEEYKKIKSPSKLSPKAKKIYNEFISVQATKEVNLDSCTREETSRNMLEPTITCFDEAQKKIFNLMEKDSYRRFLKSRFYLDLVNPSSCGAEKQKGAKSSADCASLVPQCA
TRPC4 act = opens the mouse TRPC4 cation channel | Q9QUQ5 | HEK293 TRPC4beta/mu-opioid, Fluo4 calcium fluorescence; hits give high values | B-score at 10 µM | 310,000 tested, 0.49% active;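 active means B-score above 5 SD of library B-scores, and initial fluorescence ratio not above library mean plus 5 SD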;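 further: positive B-score marks a calcium rise read as TRPC4 activation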
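Material: TRPC4beta and mu-opioid receptor HEK293 stable cells | Incubation: 45 min room-temperature Fluo4 loading, 110 s read | Detection: Kinetic Fluo4 calcium fluorescence | Measure: Integrated baseline-normalised fluorescence ratio, converted to per-well B score | Benchmarks: Low control buffer alone, high control maximal DAMGO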
MrgX1 ag = activates human MrgX1 receptor signaling; Q96LB2; MrgX1-HEK293 cells, Fluo-4 calcium fluorescence, agonist mode; hits give high values; B-score at 10 µM; 310,000 tested, 0.44% active; AID 588627;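 active means calcium response B-score plate-corrected fluorescence ratio at least 3 library SD, with starting fluorescence B-score inside 5 SD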
Target sequence (Q96LB2 whole entry, looked up): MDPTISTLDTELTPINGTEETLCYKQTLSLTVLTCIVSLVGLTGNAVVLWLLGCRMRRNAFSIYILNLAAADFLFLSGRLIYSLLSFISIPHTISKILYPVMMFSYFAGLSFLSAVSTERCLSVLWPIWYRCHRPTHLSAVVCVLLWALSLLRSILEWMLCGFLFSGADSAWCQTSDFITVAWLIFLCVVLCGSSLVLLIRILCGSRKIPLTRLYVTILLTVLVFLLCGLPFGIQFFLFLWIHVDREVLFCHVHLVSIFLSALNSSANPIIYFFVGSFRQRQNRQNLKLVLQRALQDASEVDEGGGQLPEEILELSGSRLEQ
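Test system: HEK293 cells stably expressing human MrgX1 receptor; Input: fifteen thousand cells per well; Dosing: compound delivered in addition one of three; Schedule: overnight seeding, then 1 h dark dye loading; Technique: Fluo-4 NW calcium fluorescence; Measure: B-scored fluorescence response ratio; Controls: positive and negative controls per plate.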
ANO1 activ = mouse TMEM16A channel activation, primary screen; Q8BHY3; HEK293 TMEM16A/YFP-H148Q/I152L, iodide quench fluorescence; hits give low values; B-score at 10 µM; 340,000 tested, 0.3% active; AID 623877;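 active means fluorescence-ratio B-score plate-corrected deviation score at least 3 library SD below zero, with starting fluorescence score within 5 deviations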;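 further: channel opened by trigger with iodide after compound preincubation; score built on the fluorescence ratio of max minus min over baseline; more negative score means more quench and so TMEM16A activation or potentiation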
TRPC4 inh = inhibitors of mouse TRPC4 channel; HEK293 TRPC4beta/mu-opioid, DAMGO-evoked Fluo4 calcium flux; hits give low values; Q9QUQ5; B-score at 10 µM; 300,000 tested, 0.39% active;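 active means B-score over 3 SD under the library average, no early fluorescence shift, positive overall ratio signal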
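Assay system: HEK293 cells with stable TRPC4beta plus mu-opioid receptor expression. Dosing: single dose. Measured by: Fluo4 Ca2+ flux fluorescence. Also added: DAMGO in two steps, submaximal then maximal. Read-out: B score from integrated Fluo4 fluorescence ratio.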
MrgX1 PAM = allosterically activates human MrgX1 receptor signaling; Q96LB2; MrgX1-HEK293, Fluo-4 calcium flux, FDSS; hits give high values; B-score at 10 µM; 310,000 tested, 0.63% active; AID 588675;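 active means plate-corrected calcium response at least 3 library SD above typical, normal starting fluorescence, not activating the receptor alone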;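 further: compound read alongside a low EC10 to EC30 dose of BAM8-22 agonist; peak minus trough fluorescence over baseline measured at the second addition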
TMEM16A inh = blocks the mouse calcium-activated chloride channel TMEM16A | 310,000 tested, 1.2% active | Q8BHY3 | HEK293 TMEM16A/YFP iodide influx fluorescence, ionomycin | normalized B-score (activity score, 25-100; higher = stronger inhibition) at 10 µM;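 active means ratio plate-corrected score three or more library SD toward inhibition, starting fluorescence score within five deviations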;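 further: score derived from kinetic fluorescence span divided by baseline fluorescence per well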
TRPC6 activator = activators of mouse TRPC6 channel | Q61143 | B-score at 10 µM | 310,000 tested, 0.13% active | HEK293-TRPC6 membrane potential dye fluorescence; hits give high values;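 active means B-score of the integrated fluorescence ratio above library mean plus 3 SD, and starting fluorescence ratio within library mean plus 5 SD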;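 further: higher score means more depolarization so channel activation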
MrgX1 antag = human MrgX1 receptor antagonism, primary screen. Q96LB2. 310,000 tested, 1.3% active. AID 588676. MRGX1-HEK293 calcium flux, Fluo-4, BAM8-22 antagonism; hits give low values. B-score at 10 µM;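 active means calcium-response B-score plate-corrected more than 3 library SD below zero, starting fluorescence within 5 deviations, no agonist response on first addition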;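 further: peak minus trough fluorescence over baseline after final BAM8-22 challenge near maximal dose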
TRPC6 inh = mouse TRPC6 channel inhibition | Q61143 | HEK293-TRPC6, membrane potential dye, ACh-evoked depolarization; hits give low values | B-score at 10 µM | 310,000 tested, 1.1% active;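 active means B-score under library mean minus 3 SD, initial fluorescence not abnormally high, positive integrated signal ratio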;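 further: B-score derived from integrated fluorescence ratio over the kinetic read; more negative B-score means stronger inhibition of depolarization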
TRPC4 potent = TRPC4 (mouse) allosteric potentiation. 310,000 tested, 0.42% active. AID 2227. HEK293 TRPC4beta/mu-opioid, DAMGO EC20, Fluo-4 Ca2+ flux; hits give high values. Q9QUQ5. B-score at 10 µM;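 active means B-score of calcium response area above 5 SD of library B-scores, with initial fluorescence ratio within 5 SD of library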;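 further: B-score of integrated fluorescence ratio over time as area under calcium response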
* = called active by the depositor.

`Cc1cccc(CN2CCCC(C(=O)N3CCc4ccccc4C3)C2)c1` (configuration not stated) gave RGS4 block inactive, TRPC4 act 70*, MrgX1 ag inactive, ANO1 activ inactive, TRPC4 inh inactive, MrgX1 PAM inactive, TMEM16A inh inactive, TRPC6 activator inactive, MrgX1 antag inactive, TRPC6 inh inactive and TRPC4 potent inactive.
Screening Cc1cccc(C)c1NC(=S)NC(=O)c1ccc(Br)o1 returned RGS4 block inactive, TRPC4 act inactive, MrgX1 ag inactive, ANO1 activ inactive, TRPC4 inh inactive, MrgX1 PAM inactive, TMEM16A inh inactive, TRPC6 activator inactive, MrgX1 antag inactive, TRPC6 inh inactive and TRPC4 potent inactive.
`CC1CCC/C(=N/Nc2ccc([N+](=O)[O-])cc2[N+](=O)[O-])C1` (configuration not stated) gave RGS4 block inactive, TRPC4 act inactive, MrgX1 ag inactive, ANO1 activ inactive, TRPC4 inh inactive, MrgX1 PAM inactive, TMEM16A inh inactive, TRPC6 activator inactive, MrgX1 antag inactive, TRPC6 inh inactive and TRPC4 potent inactive.
`COc1ccc(COC(=O)NNC(=O)c2ccccc2Cl)cc1` gave RGS4 block inactive, TRPC4 act inactive, MrgX1 ag inactive, ANO1 activ inactive, TRPC4 inh inactive, MrgX1 PAM inactive, TMEM16A inh inactive, TRPC6 activator inactive, MrgX1 antag inactive, TRPC6 inh inactive and TRPC4 potent inactive.
For COc1ccc(Oc2ccccc2C#N)cc1 the results were RGS4 block inactive, TRPC4 act inactive, MrgX1 ag inactive, ANO1 activ inactive, TRPC4 inh inactive, MrgX1 PAM inactive, TMEM16A inh inactive, TRPC6 activator inactive, MrgX1 antag inactive, TRPC6 inh inactive and TRPC4 potent inactive.
`O=C(COc1ccc2ccccc2c1)NNC(=O)[C@@H]1CCCC[C@@H]1C(=O)O` gave RGS4 block inactive, TRPC4 act inactive, MrgX1 ag inactive, ANO1 activ inactive, TRPC4 inh inactive, MrgX1 PAM inactive, TMEM16A inh inactive, TRPC6 activator inactive, MrgX1 antag inactive, TRPC6 inh inactive and TRPC4 potent inactive.
`O=C(CCCN1C(=O)/C(=C/c2ccccc2)SC1=S)NCCCn1ccnc1` gave RGS4 block inactive, TRPC4 act inactive, MrgX1 ag inactive, ANO1 activ inactive, TRPC4 inh inactive, MrgX1 PAM inactive, TMEM16A inh inactive, TRPC6 activator inactive, MrgX1 antag inactive, TRPC6 inh inactive and TRPC4 potent inactive.
Screening COc1ccc(-c2cc(C(=O)Nc3ccc(C(N)=O)cc3)c3ccccc3n2)cc1 returned RGS4 block inactive, TRPC4 act inactive, MrgX1 ag inactive, ANO1 activ inactive, TRPC4 inh inactive, MrgX1 PAM inactive, TMEM16A inh inactive, TRPC6 activator inactive, MrgX1 antag inactive, TRPC6 inh inactive and TRPC4 potent inactive.
For CCCC1C(C#N)=C(N)Oc2cc(C)n(C)c(=O)c21 (configuration not stated) the results were RGS4 block inactive, TRPC4 act inactive, MrgX1 ag inactive, ANO1 activ inactive, TRPC4 inh inactive, MrgX1 PAM inactive, TMEM16A inh inactive, TRPC6 activator inactive, MrgX1 antag inactive, TRPC6 inh inactive and TRPC4 potent inactive.
Screening O=C(NC(NC(=S)Nc1c(Cl)cc(Cl)cc1Cl)C(Cl)(Cl)Cl)OCc1ccccc1 (configuration not stated) returned RGS4 block inactive, TRPC4 act inactive, MrgX1 ag inactive, ANO1 activ inactive, TRPC4 inh inactive, MrgX1 PAM inactive, TMEM16A inh inactive, TRPC6 activator inactive, MrgX1 antag inactive, TRPC6 inh inactive and TRPC4 potent inactive.
COc1ccccc1NC(=O)NCC(=O)Nc1c(C)cccc1C was read as RGS4 block inactive, TRPC4 act inactive, MrgX1 ag inactive, ANO1 activ inactive, TRPC4 inh inactive, MrgX1 PAM inactive, TMEM16A inh inactive, TRPC6 activator inactive, MrgX1 antag inactive, TRPC6 inh inactive and TRPC4 potent inactive.
Screening O=C1CC(c2cccc(Cl)c2)CC(O)=C1C=Nc1ccccc1 (configuration not stated) returned RGS4 block inactive, TRPC4 act inactive, MrgX1 ag inactive, ANO1 activ inactive, TRPC4 inh inactive, MrgX1 PAM inactive, TMEM16A inh inactive, TRPC6 activator inactive, MrgX1 antag inactive, TRPC6 inh inactive and TRPC4 potent inactive.
`CCOC(=O)c1cc2c(C)n(-c3ccc(OCC)cc3)c(C)c2cc(C(=O)OCC)c1=O` gave RGS4 block inactive, TRPC4 act inactive, MrgX1 ag inactive, ANO1 activ inactive, TRPC4 inh inactive, MrgX1 PAM inactive, TMEM16A inh inactive, TRPC6 activator inactive, MrgX1 antag inactive, TRPC6 inh inactive and TRPC4 potent inactive.
CCn1c2ccccc2c2cc(NC(=O)C(=O)N3CCOCC3)ccc21 was read as RGS4 block inactive, TRPC4 act inactive, MrgX1 ag inactive, ANO1 activ inactive, TRPC4 inh inactive, MrgX1 PAM inactive, TMEM16A inh inactive, TRPC6 activator inactive, MrgX1 antag inactive, TRPC6 inh inactive and TRPC4 potent inactive.
For COc1cc(N)c(Cl)cc1C(=O)OC(C)C(=O)Nc1cccc(S(=O)(=O)N2CCOCC2)c1 (configuration not stated) the results were RGS4 block inactive, TRPC4 act inactive, MrgX1 ag inactive, ANO1 activ inactive, TRPC4 inh inactive, MrgX1 PAM inactive, TMEM16A inh inactive, TRPC6 activator inactive, MrgX1 antag inactive, TRPC6 inh inactive and TRPC4 potent inactive.
Screening CCOC(=O)n1c(=O)n(Cc2cccc(F)c2)c2ccccc21 returned RGS4 block inactive, TRPC4 act inactive, MrgX1 ag inactive, ANO1 activ inactive, TRPC4 inh inactive, MrgX1 PAM inactive, TMEM16A inh inactive, TRPC6 activator inactive, MrgX1 antag inactive, TRPC6 inh inactive and TRPC4 potent inactive.
COc1ccc(CCNC(=O)c2cc(CC(C)C)on2)cc1OC was read as RGS4 block inactive, TRPC4 act inactive, MrgX1 ag inactive, ANO1 activ inactive, TRPC4 inh inactive, MrgX1 PAM inactive, TMEM16A inh inactive, TRPC6 activator inactive, MrgX1 antag inactive, TRPC6 inh inactive and TRPC4 potent inactive.
Screening Cc1ccc(N2CCN(S(=O)(=O)N(C)C)CC2)cc1Cl returned RGS4 block inactive, TRPC4 act inactive, MrgX1 ag inactive, ANO1 activ inactive, TRPC4 inh inactive, MrgX1 PAM inactive, TMEM16A inh inactive, TRPC6 activator inactive, MrgX1 antag inactive, TRPC6 inh inactive and TRPC4 potent inactive.
For CC(C)(C)C(=O)NNC(=O)c1cnccn1 the results were RGS4 block inactive, TRPC4 act inactive, MrgX1 ag inactive, ANO1 activ inactive, TRPC4 inh inactive, MrgX1 PAM inactive, TMEM16A inh inactive, TRPC6 activator inactive, MrgX1 antag inactive, TRPC6 inh inactive and TRPC4 potent inactive.
`Cc1nn(C(=O)CCC(=O)NCCc2ccccc2)c2ccccc12` gave RGS4 block inactive, TRPC4 act inactive, MrgX1 ag inactive, ANO1 activ inactive, TRPC4 inh inactive, MrgX1 PAM inactive, TMEM16A inh inactive, TRPC6 activator inactive, MrgX1 antag inactive, TRPC6 inh inactive and TRPC4 potent inactive.
Screening CC1(C)CC(=O)CC(C)(C)N1OC(=O)c1ccco1 returned RGS4 block inactive, TRPC4 act inactive, MrgX1 ag inactive, ANO1 activ inactive, TRPC4 inh inactive, MrgX1 PAM inactive, TMEM16A inh inactive, TRPC6 activator inactive, MrgX1 antag inactive, TRPC6 inh inactive and TRPC4 potent inactive.
For CCOc1ccccc1/C=N/NC(=O)c1nnn(-c2nonc2N)c1CN1CCC(C)CC1 the results were RGS4 block inactive, TRPC4 act inactive, MrgX1 ag inactive, ANO1 activ inactive, TRPC4 inh inactive, MrgX1 PAM inactive, TMEM16A inh inactive, TRPC6 activator inactive, MrgX1 antag inactive, TRPC6 inh inactive and TRPC4 potent inactive.
`CN(C(=O)COc1nnc(-c2cccs2)c(-c2cccs2)n1)c1ccccc1` gave RGS4 block inactive, TRPC4 act inactive, MrgX1 ag inactive, ANO1 activ inactive, TRPC4 inh inactive, MrgX1 PAM inactive, TMEM16A inh inactive, TRPC6 activator inactive, MrgX1 antag inactive, TRPC6 inh inactive and TRPC4 potent inactive.
For CC(C)(CN1CCc2ccccc2C1)NS(=O)(=O)c1ccc(Cl)cc1 the results were RGS4 block inactive, TRPC4 act inactive, MrgX1 ag inactive, ANO1 activ inactive, TRPC4 inh inactive, MrgX1 PAM inactive, TMEM16A inh inactive, TRPC6 activator inactive, MrgX1 antag inactive, TRPC6 inh inactive and TRPC4 potent inactive.
For COc1ccc(-n2ccnc2SCC(=O)Nc2cc(C)on2)cc1 the results were RGS4 block inactive, TRPC4 act inactive, MrgX1 ag inactive, ANO1 activ inactive, TRPC4 inh inactive, MrgX1 PAM inactive, TMEM16A inh inactive, TRPC6 activator inactive, MrgX1 antag inactive, TRPC6 inh inactive and TRPC4 potent inactive.
`CN(C)CCCNc1ccc(S(N)(=O)=O)cc1[N+](=O)[O-]` gave RGS4 block inactive, TRPC4 act inactive, MrgX1 ag inactive, ANO1 activ inactive, TRPC4 inh inactive, MrgX1 PAM inactive, TMEM16A inh inactive, TRPC6 activator inactive, MrgX1 antag inactive, TRPC6 inh inactive and TRPC4 potent inactive.
`C=CCNC(=O)c1ccccc1SCc1c(C)noc1C` gave RGS4 block inactive, TRPC4 act inactive, MrgX1 ag inactive, ANO1 activ inactive, TRPC4 inh inactive, MrgX1 PAM inactive, TMEM16A inh inactive, TRPC6 activator inactive, MrgX1 antag inactive, TRPC6 inh inactive and TRPC4 potent inactive.

Outcome played no part in choosing rows; 5.8% or so of the library scored in one or more.
